OX1R antagonist – antagonists of human orexin 1 receptor; O43613; actives 0.43% (n = 330,000); inhibition, % at 5 µM; CHO/OX1R cells, Fluo-8 calcium fluorescence, orexin A;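 active = inhibition above its plate's threshold, mean inhibition of all tested compounds on the plate plus 3 SD, cut at about 37% in these data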;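 also: 0% = orexin A challenge wells and 100% = SB-334867-A antagonist wells; not every result past the cut was called active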
Target sequence (O43613 whole entry, looked up): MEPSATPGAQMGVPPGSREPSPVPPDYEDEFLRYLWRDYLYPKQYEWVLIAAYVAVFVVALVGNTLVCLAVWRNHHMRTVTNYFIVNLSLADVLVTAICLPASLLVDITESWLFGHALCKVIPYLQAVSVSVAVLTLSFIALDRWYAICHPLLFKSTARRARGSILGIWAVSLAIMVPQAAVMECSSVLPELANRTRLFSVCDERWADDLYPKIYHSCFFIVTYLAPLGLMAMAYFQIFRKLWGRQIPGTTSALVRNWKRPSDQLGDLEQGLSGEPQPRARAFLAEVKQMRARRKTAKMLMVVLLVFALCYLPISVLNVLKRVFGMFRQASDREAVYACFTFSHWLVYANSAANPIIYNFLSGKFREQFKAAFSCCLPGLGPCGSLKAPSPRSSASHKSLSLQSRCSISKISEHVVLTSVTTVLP
CHT PAM – allosterically activates the human high affinity choline transporter. B-score at 10 µM. CHT-expressing cells, membrane potential dye, choline EC20; active compounds read high; LV-AA mutant CHT in HEK293 cells. actives 0.49% (n = 310,000). Q9GZV3;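 active = initial fluorescence not abnormally high and integrated response B-score, plate-corrected, over 3 SD above library mean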
Target sequence (Q9GZV3 whole entry, looked up): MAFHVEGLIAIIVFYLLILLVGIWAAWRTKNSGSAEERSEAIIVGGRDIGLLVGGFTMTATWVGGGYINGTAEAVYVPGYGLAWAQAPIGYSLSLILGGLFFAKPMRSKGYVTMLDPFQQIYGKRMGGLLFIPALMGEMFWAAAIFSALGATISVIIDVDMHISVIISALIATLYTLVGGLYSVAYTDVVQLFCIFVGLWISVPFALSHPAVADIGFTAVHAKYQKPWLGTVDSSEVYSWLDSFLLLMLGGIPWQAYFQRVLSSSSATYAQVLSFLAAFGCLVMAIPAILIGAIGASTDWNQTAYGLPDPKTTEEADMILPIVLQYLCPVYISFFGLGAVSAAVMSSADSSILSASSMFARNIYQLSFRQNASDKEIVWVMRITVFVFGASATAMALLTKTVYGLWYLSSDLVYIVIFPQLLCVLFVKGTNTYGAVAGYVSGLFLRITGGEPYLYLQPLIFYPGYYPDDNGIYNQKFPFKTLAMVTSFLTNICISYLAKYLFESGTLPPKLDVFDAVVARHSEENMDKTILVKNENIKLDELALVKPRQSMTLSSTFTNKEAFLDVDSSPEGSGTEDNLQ
Numbers without * were called inactive; i = inactive; nt = no result given.

Molecule | OX1R antagonist | CHT PAM
NCCCCCc1nnc(SCc2ccc(Cl)c(Cl)c2)o1 | -13.7 | i
O=C(NC(=S)NNS(=O)(=O)c1ccccc1)c1cccnc1 | 1.3 | i
CC1Sc2ccc(S(=O)(=O)N3CCC(C(=O)N(C)Cc4ccccc4)CC3)cc2NC1=O (stereo unspecified) | -5.1 | i
O=C(CSc1nc(-c2ccccc2)c(-c2ccccc2)[nH]1)NCc1ccco1 | -16.2 | i
COc1ccc(N2CCN(c3cc(C)c4ccccc4n3)CC2)cc1 | -23.0 | i
C#CCOC(=O)CCC(=O)NCCc1ccccc1 | -16.7 | i
Cc1ccc(NC(=O)c2ccc3c(c2)nnn3C)cc1 | -21.1 | i
O=C(COC(=O)c1ccc(O)cc1O)c1ccc2c(c1)OCCO2 | 12.9 | nt
COC(=O)c1ccc(OC(=O)c2ccccc2F)cc1 | -10.1 | i
Cc1c(NC(=O)C(=O)N/N=C/c2cccs2)c(=O)n(-c2ccccc2)n1C | -12.3 | i
CCOC(=O)C1=CN(CC)S(=O)(=O)NC1c1ccccc1 (stereo unspecified) | -6.3 | nt
CCOc1cccc(C(=O)Nc2ccccc2C(=O)N2CCN(C)CC2)c1 | -13.1 | i
CCS(=O)(=O)N1CCN(S(=O)(=O)c2ccccc2)CC1 | -13.3 | i
COc1cc(S(=O)(=O)NCCCN2CCOCC2)ccc1-n1cnnn1 | 20.2 | i
Cc1ccccc1-n1nc2c(c1NC(=O)c1cccc(F)c1)CS(=O)C2 (stereo unspecified) | -4.2 | i
O=C(NNC(=O)C1CC=CCC1)c1cccc(Br)c1 (stereo unspecified) | -6.0 | i
CCCCCn1c(SCCC(C)C)nc2c1c(=O)[nH]c(=O)n2C | -39.2 | i
CCOC(=O)c1cnn(-c2ccccc2)c1N | 3.4 | i
CN(Cc1ccccc1)C(=O)c1ccc(NC(=O)Cc2cccc(NC(=O)C3CCCN(C(=O)CCc4ccccc4)C3)c2)cc1 (stereo unspecified) | 38.3 | nt
CC1CC(C)CN(C(=O)C2CCN(S(=O)(=O)c3ccc4c(c3)CC(C)N4C(=O)C3CC3)CC2)C1 (stereo unspecified) | -36.0 | i
O=C(O)CSC1CC(=O)N(c2cccc(Cl)c2)C1=O (stereo unspecified) | 4.7 | i
COc1ccc(NC(=S)NN2C(C)CCCC2C)cc1 (stereo unspecified) | -8.8 | i
CSc1ccccc1NC(=O)Nc1ccc(F)c(Cl)c1 | 7.1 | i
CC(=O)Nc1cccc(-c2nc3ccccc3s2)c1 | 26.1 | i
Cc1cccc(NC(=O)Nc2ccncc2)c1 | -17.2 | i
CCOC(=O)C1=C(C)NC(=S)NC1c1ccc(OCC(=O)N2CCCCC2)cc1 (stereo unspecified) | -13.9 | i
CNC(=O)CN(c1ccc2c(c1)OCCO2)S(C)(=O)=O | -4.8 | i
CCc1cccc(C)c1NC(=O)c1ccc2c(c1)CCN2S(C)(=O)=O | -1.6 | i
Cc1ccc(-c2nc(-c3ccncc3)no2)cc1C | -18.4 | i
O=C(CCS(=O)(=O)c1ccc(Br)cc1)NC1CCCC1 | -10.3 | i
Cc1n(CC(O)COC2CCCCC2)c2ccccc2[n+]1C (stereo unspecified) | -3.8 | i
O=C1CCN(C(=O)c2ccccc2)C2CCCCC12 (stereo unspecified) | -4.3 | i
CCc1ccc2nc(SCC(=O)N(CC)CC)c(C#N)cc2c1 | -14.4 | i
Cc1cc(N2CCOCC2)nc2ccc(Cl)cc12 | -14.5 | i
O=C(Nc1ccc2nc3n(c(=O)c2c1)CCCC3)c1cccnc1Cl | -21.7 | i
CCC1Nc2ncnc(N3CCN(c4ccccc4)CC3)c2N(Cc2ccc(OC)cc2)C1=O (stereo unspecified) | -13.2 | i
O=C(CCc1ccccc1)N1CCCC(Nc2ccc(F)cc2)C1 (stereo unspecified) | -27.5 | i
C[C@]12c3[nH]c4cc(-c5ccco5)ccc4c3CCN1C(=O)[C@@H](CC(=O)NCCCn1ccnc1)C[C@@H]2C(=O)N1CCCCC1 | -37.7 | nt
CC1CCCCC1NC(=O)COC(=O)c1ccc(S(=O)(=O)N2CCOCC2)cc1 (stereo unspecified) | -15.7 | i
CCc1nnc(NC(=O)CCC(=O)N2CCN(S(=O)(=O)c3ccc(OC)cc3)CC2)s1 | -3.4 | i
CN1CCN(CCCNC(=O)C2CC(=O)N(C3CCCCC3)C2)CC1 (stereo unspecified) | -12.8 | i
O=C(C1Cc2ccccc2CN1S(=O)(=O)c1cccs1)N1CCCCCC1 (stereo unspecified) | -21.5 | i
CC1(c2cccc3ccccc23)NC(=O)N(CC(=O)NC2CCS(=O)(=O)C2)C1=O (stereo unspecified) | 3.2 | i
O=c1ccn([C@@H]2O[C@H](COS(=O)(=O)O)[C@@H](O)[C@H]2O)c(=O)[nH]1 | -9.4 | nt
C(=N\n1cnnc1)/c1cccc(Oc2ccccc2)c1 | 1.8 | i
Cc1ccc(NC(=O)Cn2nnc(C(=O)NCc3ccco3)c2N)cc1 | -9.8 | i
OC[C@@H](O)[C@H](O)C(/C=N/Nc1ccccc1)=N\Nc1ccccc1 | -12.2 | i
CCCCCCCCCC(=O)N/N=C(\C)c1cccnc1 | -19.7 | i
Cc1c(OC(C)C(=O)NCc2ccncc2)ccc2c3c(c(=O)oc12)CCC3 (stereo unspecified) | -36.8 | i
CCCSc1sc(C(=O)OC)c(-c2cccs2)c1C#N | -16.5 | i
COc1ccc(N(CC(=O)Nc2c(C)n(C)n(-c3ccccc3)c2=O)S(=O)(=O)c2ccc(C)cc2)cc1OC | -7.0 | i
CN(C)c1ccnc(SCc2ccccc2Cl)c1C#N | 13.4 | i
O=C(O)c1ccc(S(=O)(=O)/N=C2\C=C(Nc3ccccc3F)C(=O)c3ccccc32)cc1 | -11.4 | i
COc1ccc(CN2CCC(n3nccc3NC(=O)C3CC3)CC2)c(OC)c1OC | -5.8 | i
CC(=O)N1CCN(CC(=O)Nc2ccc([N+](=O)[O-])cc2Br)CC1 | -10.0 | i
Cc1cc(C)nc(SCc2nc3nc(C)cc(C)n3c2Br)n1 | -8.7 | i
COC(=O)c1c(SCc2ccc(C#N)cc2)nc(=O)[nH]c1C | -13.7 | i
COc1cccc(NC(=O)c2ccc[n+](C)c2)c1 | -7.2 | i
O=C(Nc1ccc2c(c1)OCO2)C1CC(c2ccc(Cl)cc2)=NO1 (stereo unspecified) | -5.4 | i
O=c1[nH]nc(Cc2ccc(-c3ccc(Cl)cc3)o2)c2ccccc12 | -6.5 | i

Single entries from above.
OX1R antagonist, COC(=O)c1c(SCc2ccc(C#N)cc2)nc(=O)[nH]c1C is entered as -13.7
OX1R antagonist, CCCCCCCCCC(=O)N/N=C(\C)c1cccnc1 is entered as -19.7

Following part.
smiles | OX1R antagonist | CHT PAM
CNC(=O)NC(=O)COC(=O)c1cccc(S(=O)(=O)N2CC3(C)CC2CC(C)(C)C3)c1 (stereo unspecified) | -31.4 | i
CCN=C1SC(CC(=O)NC2CCCCC2)C(=O)N1CC (stereo unspecified) | -10.5 | i
CC(C)CC(=O)N1CCN(c2ccc([N+](=O)[O-])c(NCc3ccccc3)c2)CC1 | -25.4 | i
COc1ccc(Cl)cc1Nc1ncnc2sc(C)c(S(=O)(=O)N3CCC(C)CC3)c12 | -24.1 | i
Cc1ccccc1OCC(=O)NNC(=O)CCc1ccccc1 | -2.5 | i
O=C(CCC1CCCCC1)Nc1cccc(C(=O)Nc2ccc(C(=O)O)cc2)c1 | -10.5 | i
CSc1nsc(SCC(=O)Nc2ccc(C(N)=O)cc2)n1 | -19.4 | i
COc1ccc(CCC(=O)Nc2ccc(Br)cn2)cc1 | -23.8 | i

As a working copy, some entries already given:
smiles | OX1R antagonist | CHT PAM
O=C(CCC1CCCCC1)Nc1cccc(C(=O)Nc2ccc(C(=O)O)cc2)c1 | -10.5 | i
CSc1nsc(SCC(=O)Nc2ccc(C(N)=O)cc2)n1 | -19.4 | i
COc1ccc(CCC(=O)Nc2ccc(Br)cn2)cc1 | -23.8 | i

(listing goes on)
smiles | OX1R antagonist | CHT PAM
CCOc1ccc(-n2nnc3c(=O)n(CC(=O)N4CCCc5ccccc54)cnc32)cc1 | -27.5 | i
COC(CNC(=O)c1ccc2c(=O)n(Cc3ccc4c(c3)OCO4)c(=S)[nH]c2c1)OC | nt | i
O=C(O)c1cc(N/N=C/c2ccc(-c3ccccc3)cc2)ccc1Cl | nt | i
Cc1ccc(S(=O)(=O)CCC(=O)OCC(=O)N2CCc3ccccc32)cc1 | -38.2 | i
CC(=O)c1nc(N2C(=O)CC(Cc3cccc(C)c3)C2=O)sc1C (stereo unspecified) | -7.3 | i
Cc1ccc(N2C(=O)C(Cc3ccccc3)NC2=S)cc1 (stereo unspecified) | -14.1 | i
CCCCN(CCCC)C(=O)c1nsnc1-c1ccccc1O | -34.0 | i
Nc1nc(Nc2cccc(Cl)c2)nc(NCc2ccco2)c1[N+](=O)[O-] | -42.8 | i

Full records from above. Order of screens: OX1R antagonist	CHT PAM
Shown for CCCCN(CCCC)C(=O)c1nsnc1-c1ccccc1O → -34.0	i
Shown for CC(=O)c1nc(N2C(=O)CC(Cc3cccc(C)c3)C2=O)sc1C (stereo unspecified) → -7.3	i

Remaining list, next part.
smiles | OX1R antagonist | CHT PAM
Cc1sc2ncn(CC(=O)OC(C)C(=O)NC(C)(C)C)c(=O)c2c1C (stereo unspecified) | -21.4 | i
CCOC(=O)N1CCN(C(=O)CN(c2cccc(C)c2)S(=O)(=O)c2ccccc2)CC1 | -7.3 | i
O=C(CN1CCCC1)Nc1ccc(S(=O)(=O)N2CCCCC2)cc1 | -21.3 | i
Cc1ccc(NC(=O)CSc2nnc(-c3ccncc3)o2)cc1 | 3.9 | i
CCOC(=O)c1cc(CC)sc1NC(=O)COC(=O)c1cnccn1 | -3.1 | i
CCc1ccc(/C=N/NC(=O)c2nnn(-c3nonc3N)c2CN2CCOCC2)cc1 | -12.2 | i
CC(C)[C@H](NC(=O)N1CC(=O)Nc2ccccc21)C(=O)N1CCC(C(=O)O)CC1 | -3.4 | i
CC(CNC(=O)c1ccco1)NC(=O)c1ccco1 (stereo unspecified) | 7.1 | i
C=CC[C@@H](CC(=O)NCCO)C(=O)N[C@H](C)COC(=O)[C@@H](CC=C)Cc1ccc(F)cc1 | -7.6 | nt
O=C(C1=C[C@@H](c2ccc(C(F)(F)F)cc2)C[C@@H](OCCCCO)O1)N1CCOCC1 | -5.5 | i
CN(C)CC(C)(C)CNS(=O)(=O)c1ccc(Cl)cc1 | -15.7 | i
O=C(c1ccccc1)N(Cc1ccccc1)c1ccccn1 | -6.7 | i
COc1ccccc1CN(Cc1cccnc1)S(=O)(=O)c1ccc(-n2cnnn2)c(OC)c1 | -28.8 | i
O=C(c1ccc(Br)s1)N1CCN(Cc2ccc3c(c2)OCO3)CC1 | -6.7 | i
O=C(Nc1ccc(N2CCOCC2)cc1)c1ccc(S(=O)(=O)NCc2ccco2)cc1 | -9.2 | i
O=C(C1CC(c2ccc(F)cc2)=NO1)N1CCCCC1 (stereo unspecified) | -13.5 | i
COc1ccc(S(=O)(=O)N2CCOC2CNC(=O)C(=O)NCc2ccc3c(c2)OCO3)cc1 (stereo unspecified) | -22.6 | i
CN1CCN(Cc2ccc(-c3ccc(Cl)cc3)o2)CC1 | -16.8 | i
O=C1c2cccc3cccc(c23)C(=O)N1CCN1CCN(C(=S)Nc2ccccc2)CC1 | -12.3 | i
COc1cccc(OCCNc2ccc([N+](=O)[O-])cn2)c1 | -3.0 | nt
COc1cccc(C(=O)N2CCN(S(C)(=O)=O)CC2)c1 | 7.6 | i
CCn1c(SCC(=O)NCC2CCCO2)nnc1-c1c[nH]c2ccccc12 (stereo unspecified) | -5.8 | i
CN(CC(=O)Nc1ccc(F)c(F)c1F)C(=O)C1CCCCC1 | -0.2 | nt
Cc1cc(CSc2ccccc2C(=O)O)on1 | -12.2 | i
Cc1[nH]c2ccc(C(=O)N3CCN(c4ccccn4)CC3)cc2c1C | -22.7 | i
CCOC(=O)c1ccc(N=Cc2nc3ccccc3n2C)cc1 | -12.7 | i
COc1cccc(NC(=O)Nc2cc(C)ccc2OC)c1 | -20.7 | i
CSCC[C@H](NC(=O)[C@@H]1Cc2ccccc2CN1)C(=O)NC[C@H]1CC[C@H](C(=O)O)CC1 | -0.8 | i
CC(C)(C)n1nc(-c2ccc(Cl)cc2)c2c(N)ncnc21 | -13.2 | i
CCCCCn1c(N)c(-c2nc3ccccc3o2)c2c([N+](=O)[O-])nn(CC)c(=O)c21 | -16.3 | i
CC(=O)O[C@H]1CC[C@@]2(C)C(=CC[C@H]3[C@@H]4CC[C@H](C(C)=O)[C@@]4(C)CC[C@@H]32)C1 | -14.1 | i
O=S(=O)(c1ccc(NC(=S)NN=C(Cc2ccccc2)Cc2ccccc2)cc1)N1CCOCC1 | -29.9 | i
CC12OC1C1(O)CCCC1=CC2=O (stereo unspecified) | -2.0 | i
O=C(OC1CCCCC1=O)c1cc(Cl)ccc1[N+](=O)[O-] (stereo unspecified) | 4.7 | i
Cc1nonc1NC(=O)CSc1nnc(-c2ccoc2C)n1C | -8.6 | i
COc1ccc(C(=O)/C=C/c2ccc(OC)c(Cn3nnc4ccccc43)c2)cc1 | -36.5 | i
COc1ccc(/C(O)=C2\C(=O)C(=O)N(c3cc(C)on3)C2c2ccc(OC)c(OC)c2)cc1OC (stereo unspecified) | -14.6 | i
CCOc1cc(/C=N\n2nnnc2N)ccc1O | -2.5 | i
O=C1C2CC=CCC2C(=O)N1c1nc2n(n1)C(c1ccccc1)CC(c1ccccc1)N2 (stereo unspecified) | -37.4 | i
Cc1ccc(OCCCCN2CCCCC2)c(Br)c1 | -18.8 | i
COc1cc(COCC(O)CN2CCCCC2C)cc(OC)c1OC (stereo unspecified) | -11.1 | i
COc1ccc(C(=O)/C=C/c2ccc(OC)c(COc3ccc(F)cc3)c2)cc1 | -34.1 | i
CC1=C(C(=O)Nc2ccccc2C)C(c2cccs2)NC(=S)N1 (stereo unspecified) | -22.0 | i
O=C(COC(=O)c1cc(-c2ccccc2)nc2ccccc12)NCC1CCCO1 (stereo unspecified) | -16.8 | i

Screening data: PubChem BioAssay, several laboratories
